Source: PubChem BioAssay (Sanford-Burnham Center for Chemical Genomics)
Scp1 inh: Scp-1 phosphatase inhibitors, primary screen, biochemical, colorimetric, uHTS; Carboxy-terminal domain RNA polymerase II polypeptide A small phosphatase 1 (Homo …; Recombinant Scp1, phosphopeptide, malachite green phosphate absorbance; inhibition, % at 20 µM; 340,000 tested, 0.88% active;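 active = inhibition above about 50% at 20 µM, limit read from the data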;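 also: plate controls were DMSO wells with enzyme for no effect and wells lacking enzyme for full effect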
Target sequence (Q9GZU7 76-261 limits assumed): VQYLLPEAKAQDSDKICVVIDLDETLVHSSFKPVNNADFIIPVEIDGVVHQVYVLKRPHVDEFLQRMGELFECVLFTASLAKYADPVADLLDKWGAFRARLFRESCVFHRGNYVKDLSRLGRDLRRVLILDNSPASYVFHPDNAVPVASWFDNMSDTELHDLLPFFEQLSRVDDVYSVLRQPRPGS
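System: SCP-1 catalytic domain; Reagent: Phospho 17-mer peptide substrate; Doses: one concentration, 20 µM, with 1.0% DMSO; Incubation: 45 min room-temperature reaction, 5 min colour, 30 min stabiliser; Signal: Phosphate-binding colour reagent, absorbance read at 630 nm.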
Rpn11 inh: Rpn11 (PSMD14) deubiquitinase inhibitors, primary screen, biochemical, fluorescence polarization, uHTS. 26S proteasome non-ATPase regulatory subunit 14 (Homo sapiens), O00487. human 26S proteasome, Ub4-pepOG fluorescence polarization; 20S core pre-blocked with epoxomicin. calls only at 20 µM. 360,000 tested, 0.59% active;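 active = inhibition at 20 µM, scaled to each plate's controls, above about 33%, limit read from the data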
LMPTP inh: LMPTP phosphatase inhibitors, primary screen, biochemical, fluorescence intensity, uHTS. recombinant LMPTP-A, OMFP fluorogenic substrate. Low molecular weight phosphotyrosine protein phosphatase (Homo sapiens), P24666. AID 651560, 2012. inhibition, % at 20 µM. 360,000 tested, 0.22% active;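 active = compounds that cut the enzyme signal by at least half of the control window in the single-dose screen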;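 also: plate controls were DMSO wells with enzyme plus substrate for no effect and substrate without enzyme for full effect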
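material = LMPTP-A | quantity = 0.625 nM enzyme | reagent = OMFP substrate, 400 µM final | buffer or medium = Bis-Tris pH 6.0, DTT, detergent | detection = endpoint fluorescence intensity from OMFP dephosphorylation | dosing = single 20 µM dose | read-out basis = % inhibition relative to no-enzyme and uninhibited control wells | control set = no-enzyme and uninhibited controls | timing = 50 min at room temperature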
CendR NRP1 mod: modulators of CendR peptide binding to NRP-1, primary screen, biochemical, fluorescence polarization, uHTS; inhibition, % at 25 µM; Neuropilin-1 (Homo sapiens), O14786; FAM-RPARPAR peptide binding to NRP-1; 360,000 tested, 0.85% active; AID 602438, 2012;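 active = inhibition or corrected inhibition above about 18%, plus a signal ratio from 0.5 to 1.5, limit read from the data, passing the limit was not always enough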; also: strong numbers were not always called active
SKN-1 inh: suppressors of acrylamide-induced Pgst-4::GFP reporter in worms, primary screen, SKN-1 inhibitor project, whole organism, uHTS, GFP/RFP fluorescence ratio, strain VP596. inhibition, % at 21.8 µM. C. elegans VP596 Pgst-4::GFP/RFP ratio, 24 h. 360,000 tested, 0.49% active. AID 624304, 2012;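 active = interference check ratio from 0.5 to 1.5 plus GFP to RFP signal ratio inhibition reaching or exceeding a fixed threshold, cut at about 30% in these data, passing the limit was not always enough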; also: some compounds called inactive have numbers as strong as hits
SUMO1-SIM PPI: modulators of SUMO1 protein-protein interactions, primary screen, biochemical, uHTS; AID 602429, 2012; 360,000 tested, 0.33% active; inhibition, % at 20 µM; SUMO1 binding to a labelled peptide, TR-FRET, 1 h; in the data active = inhibition above about 37%
Target sequence (P63165 whole entry, looked up): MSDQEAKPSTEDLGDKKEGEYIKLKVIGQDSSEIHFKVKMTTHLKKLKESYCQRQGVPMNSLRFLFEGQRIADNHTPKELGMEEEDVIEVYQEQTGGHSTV
NadD inh: inhibitors of S. aureus NadD, primary screen, biochemical, colorimetric, uHTS | Nicotinate-nucleotide adenylyltransferase NadD (Staphylococcus aureus N315) | purified NadD enzyme, colorimetric absorbance read-out | inhibition, % at 20 µM | 360,000 tested, 0.78% active | AID 602399, 2012; in the data active = inhibition above about 26%; also: some compounds past the cut are filed as inactive
MT1-MMP act inh: blockers of MT1-MMP proenzyme processing, primary screen, HT1080 RFP-PRO-GFP cells, GFP/RFP fluorescence; GFP/RFP ratio fluorescence, overnight; percent of plate control window, DMSO zero; Matrix metalloproteinase-14 (Homo sapiens), P50281; 360,000 tested, 0.061% active; GFP/RFP ratio change, % at 20 µM;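 active = GFP/RFP ratio change of at least 30% with cell ATP level not reduced by more than half and red fluorescence within 50% of control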; also: strong numbers were not always called active
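Assay system: HT1080 RFP-PRO-GFP cells. Benchmarks: DMSO vehicle wells and RFP-L50D-GFP reporter cell wells. Times: overnight cell settling, then overnight compound exposure, 37 °C, 5% CO2. Compound: 20 µM single dose, 1% DMSO. Read-out basis: GFP/RFP fluorescence ratio.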
DNMT1 inh: human DNMT1 methyltransferase inhibitors, primary screen, biochemical, molecular beacon, fluorescence, HinP1I cleavage, uHTS | 360,000 tested, 0.83% active | AID 588458, 2011 | DNA (cytosine-5)-methyltransferase 1 (Homo sapiens), P26358 | inhibition (reported as % activation of signal), % at 10 µM; in the data active = inhibition above about 50%
STEP block: STEP phosphatase inhibitors, primary screen, biochemical, fluorescence intensity, uHTS | 360,000 tested, 0.25% active | inhibition, % at 20 µM | Tyrosine-protein phosphatase non-receptor type 5 (Homo sapiens), P54829 | recombinant STEP, OMFP fluorogenic substrate;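 active = inhibition at 20 µM, scaled per plate between control wells, above about 37%, limit read from the data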;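 also: 0% = DMSO with enzyme and substrate and 100% = substrate only without enzyme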
Target sequence (P54829 whole entry, looked up): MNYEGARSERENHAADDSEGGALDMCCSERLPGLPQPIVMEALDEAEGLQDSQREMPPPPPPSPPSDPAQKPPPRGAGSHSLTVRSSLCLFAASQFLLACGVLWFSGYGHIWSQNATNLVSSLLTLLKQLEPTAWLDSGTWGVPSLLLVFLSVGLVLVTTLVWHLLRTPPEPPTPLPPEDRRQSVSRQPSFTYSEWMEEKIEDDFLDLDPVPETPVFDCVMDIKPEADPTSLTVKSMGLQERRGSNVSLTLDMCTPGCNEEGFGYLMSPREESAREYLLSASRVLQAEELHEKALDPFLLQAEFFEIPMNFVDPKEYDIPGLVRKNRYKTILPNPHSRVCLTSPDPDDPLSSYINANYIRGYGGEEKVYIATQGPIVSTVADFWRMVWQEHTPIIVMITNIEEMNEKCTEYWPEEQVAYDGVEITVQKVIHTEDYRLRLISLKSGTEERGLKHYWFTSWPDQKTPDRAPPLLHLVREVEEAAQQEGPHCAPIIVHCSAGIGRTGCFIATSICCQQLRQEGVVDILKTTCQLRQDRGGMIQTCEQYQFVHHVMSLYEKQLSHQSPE
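material = STEP tyrosine phosphatase | reagent = fluorogenic phosphatase substrate OMFP at 25 µM final | doses = single compound dose of 20 µM, 1% DMSO final | schedule = 20 min reaction, room temperature, in the dark | measured by = fluorescence, 480/540 nm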
An asterisk follows results filed as active; i = inactive; . = no result given; + = active, no number. Outcome played no part in choosing rows; any-hit rate near 3.9%.

Scp1 inh	DNMT1 inh	CendR NRP1 mod	SUMO1-SIM PPI	MT1-MMP act inh	NadD inh	STEP block	LMPTP inh	Rpn11 inh	SKN-1 inh	compound
-16	0	1	6	-1	3	0	-0.3	i	6	COc1ccc(C(=O)N2CCN(S(=O)(=O)c3ccc(Cl)cc3)CC2)cc1S(=O)(=O)N1CCOCC1
.	-10	20	-6	-6	3	-4	0.6	i	19	CC(=O)NC(C)(c1ccccc1)c1nc(-c2csc3ccccc23)cs1 (stereo not given)
-7	-3	123	-20	1	1	-18	0.7	.	-49	CN(C)/C=c1\sc2c(C#N)cc(C(=O)c3ccc(Br)cc3)n2c1=O
-2	1	-6	-1	-1	-6	-5	-1.7	i	-10	O=C(Nc1ccccc1F)C1COc2ccccc2O1 (stereo not given)
-7	3	-8	-5	-3	-4	2	-0.5	i	2	CN(C(=O)COC(=O)CCC(=O)c1ccc(F)cc1)C1CCCCC1
-4	-1	-10	1	4	0	0	-1.0	i	4	CCCCn1nnnc1NCc1cc(Cl)c(OC)c(OC)c1
.	5	12	1	2	-4	-3	-0.2	i	8	CC1(C(=O)Nc2ccc3ccccc3c2)CCC(=O)N1CC(F)(F)F (stereo not given)
-5	-4	-12	3	-6	4	0	-1.5	i	16	Cc1cc(C(=O)OCC(=O)Nc2cccc(S(=O)(=O)N3CCOCC3)c2)c(C)o1
-8	2	9	0	1	2	5	0.1	i	21	Cc1cc(NC(=O)CSc2nnc(-c3ccc(Cl)s3)o2)no1
-11	-1	-8	-4	-2	-3	0	-0.4	i	-9	CC(NC(=O)OCc1ccccc1)c1ccccc1 (stereo not given)
0	-6	-4	-16	2	3	0	1.1	i	-27	CCn1c(SCC(=O)c2ccc3ccccc3c2)nnc1-c1cccs1
-8	0	-4	2	-3	-1	-2	-0.2	i	-4	CCOC(=O)C1=C(C)Nc2nc(C)nn2C1c1cc(OC)ccc1OC (stereo not given)
-10	11	9	2	3	1	-3	0.0	i	-6	COc1cc(C)ccc1OCC(=O)Nc1ccc2c(c1)OCO2
0	1	-3	-1	1	10	-1	2.3	i	-10	CCOC(=O)CSc1nc(-c2ccccc2)nc2ccccc12
-3	-3	-3	2	-7	2	-2	7.4	i	8	Cc1ccc(Cn2c(Cc3ccccc3)nc3ccccc32)cc1
-4	-12	-4	2	1	5	0	1.7	i	2	Cn1c(CNc2nc(-c3ccccc3)cs2)nnc1SCC(=O)OC1CCCCC1
-4	-2	0	4	2	2	-2	0.1	i	-2	NC(=O)c1ccc(NC(=O)CN2C(=O)NC3(CCCCCCC3)C2=O)cc1
9	6	-24	6	-9	11	0	0.4	i	11	Cc1ccc(S(=O)(=O)Nc2nc(CN3CCOCC3)nc3sc(C)c(C)c23)cc1
-8	-1	-7	2	9	-11	2	-1.1	i	-12	CCOc1ccccc1C(=O)NCC(=O)NCCSc1ccc(Br)cc1
-13	3	7	-1	2	-1	-1	-0.1	i	-3	Cn1c(Cc2ccc(Cl)cc2)nnc1SCC(=O)NC1CC1

Copied from the list:
Value of Cc1cc(C(=O)OCC(=O)Nc2cccc(S(=O)(=O)N3CCOCC3)c2)c(C)o1 under SUMO1-SIM PPI: 3
Value of CN(C)/C=c1\sc2c(C#N)cc(C(=O)c3ccc(Br)cc3)n2c1=O under CendR NRP1 mod: 123

Six of the entries above in order of the SUMO1-SIM PPI value, low to high:
Scp1 inh	DNMT1 inh	CendR NRP1 mod	SUMO1-SIM PPI	MT1-MMP act inh	NadD inh	STEP block	LMPTP inh	Rpn11 inh	SKN-1 inh	compound
-7	-3	123	-20	1	1	-18	0.7	.	-49	CN(C)/C=c1\sc2c(C#N)cc(C(=O)c3ccc(Br)cc3)n2c1=O
.	-10	20	-6	-6	3	-4	0.6	i	19	CC(=O)NC(C)(c1ccccc1)c1nc(-c2csc3ccccc23)cs1 (stereo not given)
-7	3	-8	-5	-3	-4	2	-0.5	i	2	CN(C(=O)COC(=O)CCC(=O)c1ccc(F)cc1)C1CCCCC1
-11	-1	-8	-4	-2	-3	0	-0.4	i	-9	CC(NC(=O)OCc1ccccc1)c1ccccc1 (stereo not given)
-4	-12	-4	2	1	5	0	1.7	i	2	Cn1c(CNc2nc(-c3ccccc3)cs2)nnc1SCC(=O)OC1CCCCC1
-16	0	1	6	-1	3	0	-0.3	i	6	COc1ccc(C(=O)N2CCN(S(=O)(=O)c3ccc(Cl)cc3)CC2)cc1S(=O)(=O)N1CCOCC1

Additional results follow:
Scp1 inh	DNMT1 inh	CendR NRP1 mod	SUMO1-SIM PPI	MT1-MMP act inh	NadD inh	STEP block	LMPTP inh	Rpn11 inh	SKN-1 inh	compound
-7	-1	2	8	2	-1	-2	0.1	i	7	Cc1nc2ccccn2c1CN(C)C(=O)C1CCC(=O)N(Cc2cccc(F)c2)C1 (stereo not given)
-3	8	7	-7	-4	-6	-1	-1.2	i	6	CC1C2CC(C(CN(C)C)/C2=N/O)C1(C)C (stereo not given)
-5	2	6	-18	-10	-11	-3	-0.5	i	4	O=C(O)c1[nH]c2ccc(Cl)cc2c1CCN1C(=O)c2ccccc2C1=O
54*	44	4	39*	-3	-9	8	-0.1	i	0	O=C(Nc1nc2ccsc2c(=O)s1)c1ccco1
-4	-8	23	0	.	5	2	0.8	i	5	COc1cccc(C(=O)c2c[nH]c(C(=O)NCc3cccs3)c2)c1
-10	-2	2	-27	1	0	-1	-7.9	i	-12	COc1ccc(-c2cc(C(=O)N3CCC3)c3ccccc3n2)cc1OC
-9	0	-6	8	0	-2	-3	1.2	i	96	Cc1c(C(=O)N(Cc2ccccc2Cl)C2CCS(=O)(=O)C2)oc2ccccc12 (stereo not given)
-10	-3	9	5	-9	-4	2	1.6	i	-5	CN(C)c1ccc(P(=O)(OC2CCCCC2)C(Nc2ccccc2)c2cccnc2)cc1 (stereo not given)
-6	-1	8	1	-4	1	-2	-0.7	i	-2	CC1(C)SC2c3ccccc3C(=O)N2[C@@H]1C(=O)NC1CCCC1 (stereo not given in full)
-6	-13	-11	0	1	-1	-2	2.6	i	14	Cc1ccc(-c2cc(-c3ccccc3Cl)[nH]n2)c(O)c1
-14	6	-1	2	3	0	-4	-0.7	i	-1	Cc1nnsc1C(=O)NC(=O)Nc1ccc(F)c(Cl)c1
65*	-44	-124	121*	-1	95*	97*	78*	+	26	C=CC1=C(C(=O)O)N2C(=O)[C@@H](NC(=O)/C(=N/OCC(=O)O)c3csc(N)n3)[C@H]2SC1
-8	8	9	9	-1	5	2	0.3	i	0	CCCCCCCCCCCCN1[C@@H](CC(C)=O)c2cc(C(F)(F)F)ccc2S1(=O)=O
-7	0	-2	4	1	-2	-2	-2.3	i	8	N/C(=N\OS(=O)(=O)c1ccccc1)c1ccccn1
-4	-1	3	-3	-4	-2	0	-0.4	i	-2	O=C(OCC(=O)N1CCCc2ccccc21)c1ccccc1NCCO
5	4	-37	16	1	-2	2	-1.6	i	-7	CCc1nnc(NS(=O)(=O)c2ccc(NC(=O)/C=C/C(=O)O)cc2)s1
7	0	2	-1	2	-1	-1	0.7	i	6	CC(C)C(=O)Nc1ccc(C(=O)NCc2cccnc2)cc1
-9	-16	8	-14	-9	-3	-2	3.7	i	-3	O=C(CN1C(=O)S/C(=C\c2ccc(F)cc2)C1=O)Nc1cccc(S(=O)(=O)NCc2ccco2)c1
4	2	7	0	-3	-8	1	-2.9	i	-17	CCc1oc(C(=O)OC)cc1CSC(=N)N
.	-4	-10	2	-2	2	1	-1.0	i	-2	C[C@H](CO)N1C[C@H](C)[C@H](CN(C)C(=O)c2ccccc2)OCc2ccccc2-c2c(n(C)c3ccccc23)C1=O
-7	-1	13	-43	2	-1	-1	-0.2	i	2	CC(NC(=O)c1cc([N+](=O)[O-])cc([N+](=O)[O-])c1)c1ccc(-n2ccnc2)cc1 (stereo not given)
.	.	-64	6	12	-3	.	0.2	.	-1	CCC(c1nnnn1-c1ccc2c(c1)OCCO2)N1CCN(c2ccc(OC)cc2)CC1 (stereo not given)
-12	-6	-38	-32	-3	-5	4	1.5	i	7	COc1ccc(C(=O)c2sc(Nc3ccccc3)nc2C)cc1
-5	-4	-2	-6	2	-8	-2	-0.9	i	17	O=C(CSc1nc(-c2cccs2)cc(C(F)(F)F)n1)NCCCN1CCOCC1
-9	-1	0	-2	5	-3	0	2.1	i	-15	Cc1ccc(Oc2nc3c(c(=O)n(Cc4ccccc4F)c(=O)n3C)n2C)cc1
